IEC-6 tox – counter-screen for KLF5 inhibitors: cytotoxicity in IEC-6 cells | IEC-6 cytotoxicity, luminescence viability | inhibition, % at 5 µM | hit rate 0.78% among 290,000 | AID 1825; in the data active = inhibition above about 22%;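 also: 0% = plate median of test compound wells and 100% = cytotoxic reference compound wells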
TRPC4 act – TRPC4 (mouse) channel activation | HEK293 TRPC4beta/mu-opioid, Fluo4 calcium fluorescence; stronger effect = higher value | B-score at 10 µM | hit rate 0.49% among 310,000 | AID 2237;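 active = B-score above 5 SD of library B-scores, and initial fluorescence ratio not above library mean plus 5 SD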;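 also: positive B-score marks a calcium rise read as TRPC4 activation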
Target sequence (Q9QUQ5 whole entry, looked up): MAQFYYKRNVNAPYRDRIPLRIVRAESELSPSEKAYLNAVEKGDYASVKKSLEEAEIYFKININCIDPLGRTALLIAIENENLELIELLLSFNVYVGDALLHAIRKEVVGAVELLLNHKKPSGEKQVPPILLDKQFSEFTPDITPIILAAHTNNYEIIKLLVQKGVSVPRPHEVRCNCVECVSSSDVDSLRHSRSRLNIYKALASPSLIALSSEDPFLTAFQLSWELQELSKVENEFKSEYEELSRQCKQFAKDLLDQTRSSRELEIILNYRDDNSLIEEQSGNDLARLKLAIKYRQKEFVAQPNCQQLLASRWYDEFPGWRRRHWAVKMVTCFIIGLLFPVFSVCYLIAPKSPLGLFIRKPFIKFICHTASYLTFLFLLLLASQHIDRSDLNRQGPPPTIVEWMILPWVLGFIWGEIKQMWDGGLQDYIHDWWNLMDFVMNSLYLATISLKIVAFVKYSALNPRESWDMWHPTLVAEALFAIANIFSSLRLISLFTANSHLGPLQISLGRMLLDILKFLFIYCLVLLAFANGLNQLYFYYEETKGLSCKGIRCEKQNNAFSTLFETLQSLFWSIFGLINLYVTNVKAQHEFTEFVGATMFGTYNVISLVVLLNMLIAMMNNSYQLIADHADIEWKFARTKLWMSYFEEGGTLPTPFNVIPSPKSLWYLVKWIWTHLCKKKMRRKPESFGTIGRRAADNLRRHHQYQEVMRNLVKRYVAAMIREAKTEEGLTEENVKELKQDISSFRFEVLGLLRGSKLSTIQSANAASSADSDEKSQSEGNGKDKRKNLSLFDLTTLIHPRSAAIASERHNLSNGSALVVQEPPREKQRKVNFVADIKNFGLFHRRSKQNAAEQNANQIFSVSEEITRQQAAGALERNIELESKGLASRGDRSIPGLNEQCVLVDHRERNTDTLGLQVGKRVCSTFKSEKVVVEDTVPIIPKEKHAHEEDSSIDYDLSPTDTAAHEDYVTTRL
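Assay system: HEK293 cells stably co-expressing mouse TRPC4beta and mu-opioid receptor / Timing: Fluo4 dye loading 45 min at room temperature, 110 s recording / Signal: Fluo4 calcium-sensitive dye fluorescence, kinetic, 1 Hz baseline / Read-out: integrated baseline-normalised fluorescence ratio, converted to per-well B score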
aSyn UTR inh – 5' untranslated region of α-synuclein, MLPCN primary screen; alpha-synuclein 5'UTR reporter, inhibitor activity; inhibition, % (tested at 7.5 µM); hit rate 0.82% among 300,000; AID 1813; in the data active = inhibition above about 60%;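 also: H4 neuroglioblastoma cells stably carrying SNCA 5'UTR luciferase fusion; 0% = DMSO wells and 100% = positive control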
TRPC6 act – mouse TRPC6 channel activation; Q61143; hit rate 0.13% among 310,000; B-score at 10 µM; HEK293-TRPC6 membrane potential dye fluorescence; stronger effect = higher value;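 active = B-score of the integrated fluorescence ratio above library mean plus 3 SD, and starting fluorescence ratio within library mean plus 5 SD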;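 also: higher score means more depolarization so channel activation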
TRPC6 inh – inhibitors of mouse TRPC6 channel; Q61143; HEK293-TRPC6, membrane potential dye, ACh-evoked depolarization; stronger effect = lower value; B-score at 10 µM; hit rate 1.1% among 310,000; AID 2553;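 active = B-score under library mean minus 3 SD, initial fluorescence not abnormally high, positive integrated signal ratio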;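 also: B-score derived from integrated fluorescence ratio over the kinetic read; more negative B-score means stronger inhibition of depolarization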
TRPC4 PAM – TRPC4 (mouse) allosteric potentiation. Q9QUQ5. HEK293 TRPC4beta/mu-opioid, DAMGO EC20, Fluo-4 Ca2+ flux; stronger effect = higher value. B-score at 10 µM. hit rate 0.42% among 310,000;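 active = B-score of calcium response area above 5 SD of library B-scores, with initial fluorescence ratio within 5 SD of library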;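 also: B-score of integrated fluorescence ratio over time as area under calcium response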
KLF5 inhibitor – suppresses KLF5 promoter-driven expression; DLD-1 KLF5 promoter-luciferase reporter, luminescence; inhibition, % at 5 µM; hit rate 0.23% among 290,000; AID 1700;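 active = inhibition above a per-plate limit of that plate's mean compound inhibition plus 3 SD, cut at about 60% in these data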;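 also: 0% = DMSO wells and 100% = LY294002 at 200 µM; higher means less KLF5 promoter-driven luciferase light; inactives centre near -14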
SKKanGAS inh – blocks kanamycin growth of S. pyogenes SKKanGAS strain. AID 1662. inhibition, % at 7.5 µM. BacTiter-Glo, 6 h. hit rate 1.3% among 300,000;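 active = mean replicate score, as percent of positive control median, at least 50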;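 also: strain carries kanamycin resistance gene driven by streptokinase promoter and grows in 40 µg/ml kanamycin; loss of luminescence reflects streptokinase promoter inhibition or plain growth inhibition; 0% = median of DMSO wells and 100% = positive control at its reference dose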
HIF act – HIF pathway transcriptional activation | U2OS HRE-luciferase reporter, luminescence; normalized: DMSO 0%, desferrioxamine 100% | activation, % at 7.5 µM (by protocol) | hit rate 0.32% among 300,000 | AID 1910;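 active = mean activation of at least 10% of the iron chelator positive control signal, with at least half of replicates also reaching 10%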
TRPC4 block – blocks the mouse TRPC4 cation channel; Q9QUQ5; HEK293 TRPC4beta/mu-opioid, DAMGO-evoked Fluo4 calcium flux; stronger effect = lower value; B-score at 10 µM; hit rate 0.39% among 300,000;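 active = B-score over 3 SD under the library average, no early fluorescence shift, positive overall ratio signal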
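Assay system: HEK293 cells with stable TRPC4beta plus mu-opioid receptor expression; Probe or stimulus: DAMGO in two steps, submaximal then maximal; Dosing: single-point compound dosing; Measured by: Fluo4 calcium-dye fluorescence, kinetic read; Read-out basis: B score from integrated Fluo4 fluorescence ratio.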
MrgX1 antagonist – blocks BAM8-22 activation of human MrgX1 receptor; Q96LB2; MRGX1-HEK293 calcium flux, Fluo-4, BAM8-22 antagonism; stronger effect = lower value; B-score at 10 µM; hit rate 1.3% among 310,000;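 active = calcium-response B-score plate-corrected more than 3 library SD below zero, starting fluorescence within 5 deviations, no agonist response on first addition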;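 also: peak minus trough fluorescence over baseline after final BAM8-22 challenge near maximal dose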
* = called active by the depositor; i = inactive; · = no result given. Outcome played no part in choosing rows; any-hit rate near 5.8%.

SMILES | IEC-6 tox | TRPC4 act | aSyn UTR inh | TRPC6 act | TRPC6 inh | TRPC4 PAM | KLF5 inhibitor | SKKanGAS inh | HIF act | TRPC4 block | MrgX1 antagonist
CC(C)CC(=O)N1CC(C)N(C(=O)CC(C)C)CC1C (stereo not drawn) | -8 | i | 21 | i | i | i | -2 | -1 | 0.1 | i | i
Cc1onc(-c2ccccc2Cl)c1C(=O)Nc1ccc(S(=O)(=O)Nc2nccs2)cc1 | 4 | i | 15 | i | i | i | -13 | 17 | 0.0 | i | i
CCOC(=O)C1CCCN(C(=O)c2ccc([N+](=O)[O-])cc2)C1 (stereo not drawn) | 8 | i | 1 | i | i | i | -19 | -9 | -0.6 | i | i
CCOC(=O)N1CCN(c2c(NCc3cccs3)c(=O)c2=O)CC1 | 1 | i | 0 | i | i | i | 8 | -4 | 2.5 | i | i
Cc1onc(-c2ccccc2)c1C(=O)Nc1nnc(N2CCCCCC2)s1 | -1 | i | 0 | i | i | i | -10 | -1 | · | i | i
COc1ccc(OC)c(N/C(C)=C/C(=O)c2ccccc2)c1 | -16 | i | -113 | i | i | i | -32 | 2 | 3.7 | i | i
CC(=O)NC1C(OCc2ccccc2)OC(COC(C)=O)C(OC(C)=O)C1OC(C)=O (stereo not drawn) | -8 | i | 9 | i | i | i | -1 | -4 | -0.2 | i | i
COc1ccc(-c2nnc(SCC(=O)NCCC(C)C)nc2-c2ccc(OC)c(OC)c2)cc1OC | -5 | i | 11 | i | i | i | -3 | 1 | -0.4 | i | i
CCN=C1SCC(=O)N1c1ccc(OC)cc1 | -3 | i | 11 | i | i | i | -2 | 0 | 0.3 | i | i
CC(C)(C)NC(=O)NC(=O)COC(=O)c1cccc(S(=O)(=O)N2CCCCC2)c1 | -3 | i | -9 | i | i | i | 0 | 2 | -0.3 | i | i
CC(C)(C)NC(=O)CN(C(=O)CS(=O)CC(=O)Nc1ccc(F)cc1)c1ccccc1F (stereo not drawn) | -2 | i | -12 | i | i | i | 4 | 25 | -1.0 | i | i
CC(=O)Nc1ccc(SCC(=O)Nc2sccc2C#N)cc1 | 6 | i | -111 | i | i | i | -30 | 5 | 3.4 | i | i
O=S(=O)(c1ccccc1)N1CCN(c2nnnn2-c2ccccc2)CC1 | 0 | i | 4 | i | i | i | -11 | -3 | -27 | i | i
CC(=O)c1c(C)[nH]c(C(=O)Nc2cccc(C#N)c2)c1C | -3 | i | -22 | i | i | i | -46 | -4 | 0.1 | i | i
COc1ccc(C(=O)Nc2ccc(C)cn2)cc1S(=O)(=O)N1CCCc2ccccc21 | · | i | 15 | i | i | i | · | 2 | -0.6 | i | i
COc1ccc(CNC(=O)C/C(C)=N/NC(=O)c2ccccc2OC)cc1 | -12 | i | -10 | i | i | i | -20 | 0 | 0.1 | i | i
COc1ccccc1C(=O)Nc1ccc(S(=O)(=O)N2CCC(C)CC2)cc1 | 1 | i | 20 | i | i | i | -29 | 4 | -0.3 | i | i
Cc1c(Cl)c([N+](=O)[O-])nn1CC(=O)N1CCN(Cc2ccccc2)CC1 | -3 | i | -31 | i | i | i | -15 | 3 | 0.1 | i | i
Cc1cc(C)c(C(=O)COC(=O)Cn2c(C)csc2=O)cc1C | 6 | i | 3 | i | i | i | -36 | 4 | 1.2 | i | i
COCCNC(=S)N(CCO)Cc1cc2cc3c(cc2[nH]c1=O)OCCO3 | -3 | i | 2 | i | i | i | -30 | 1 | -0.7 | i | i
O=S(=O)(c1cccc(C(F)(F)F)c1)N1CCN(C(=S)NCc2ccco2)CC1 | 6 | i | 1 | i | i | i | -25 | -5 | -0.2 | i | i
O=S(=O)(c1ccccc1)c1nc(-c2ccccc2)oc1N1CCCC1 | -2 | i | 7 | i | i | i | -3 | 2 | -1.0 | i | i
CCOc1ccc(NC(=O)N2CCN(CC)CC2)cc1 | 2 | i | -7 | i | i | i | -37 | -1 | 0.1 | i | i
Cc1ccc2nc(N3CCN(C(=O)CCC(=O)O)CC3)nc(-c3ccccc3)c2c1 | 2 | i | 14 | i | i | i | -25 | 8 | 0.0 | i | i
CCCC[C@@H]1CNCCN1CCc1cccc(F)c1 | · | i | 25 | i | i | i | · | 2 | 1.3 | i | i

Additional results
SMILES | IEC-6 tox | TRPC4 act | aSyn UTR inh | TRPC6 act | TRPC6 inh | TRPC4 PAM | KLF5 inhibitor | SKKanGAS inh | HIF act | TRPC4 block | MrgX1 antagonist
COC(=O)c1cc(-c2ccc(Br)cc2)c2c(=O)n(C)c(=O)n(C)c2n1 | 5 | i | -12 | i | i | i | -12 | 52* | -0.5 | i | i
CN(C)c1ccc(N=c2sc3ccccc3n2C)cc1 | -4 | i | -18 | i | i | i | -121 | -13 | -34 | i | i
Cc1cccc(C)c1NC(=O)NN1C(C)CCCC1C (stereo not drawn) | 0 | i | -3 | i | i | i | -22 | 5 | -0.2 | i | i
Cc1nc(NS(=O)(=O)c2ccccc2)sc1NC(=O)Nc1ccc(Cl)cc1 | 4 | i | 13 | i | i | i | -15 | -2 | -0.7 | i | i
CCCN1C(=O)c2cc(C(=O)NC3CCCC3)ccc2C1O (stereo not drawn) | 7 | i | -1 | i | i | i | -29 | -3 | · | i | i
CCOC(=O)C1(Cc2ccccc2C)CCCN(C(=O)CN2CCCCC2=O)C1 (stereo not drawn) | 0 | i | 3 | i | i | i | -81 | -5 | -0.5 | i | i
CC(C)(C)C1CCc2c(C(=O)NNC(=O)CCCC(=O)O)csc2C1 (stereo not drawn) | -7 | i | 11 | i | i | i | -14 | -3 | -0.4 | i | i
COc1ccc(C(=O)NCC(=O)NCC(=O)OCc2ccc(Br)cc2)cc1 | -4 | i | 29 | i | i | i | 1 | -1 | 0.0 | i | i
Cc1cc(C)c[n+](CC(=O)c2ccc(-c3ccccc3)cc2)c1 | -5 | i | 2 | i | i | i | -7 | -9 | -0.1 | i | i
CN(C(=O)Cn1c(Cl)nc2c1c(=O)n(C)c(=O)n2C)C1CCS(=O)(=O)C1 (stereo not drawn) | · | i | 4 | i | i | i | · | 2 | 0.0 | i | i
CC1CC(C)CN(C(=O)C2CCCN(S(=O)(=O)c3cccc4nonc34)C2)C1 (stereo not drawn) | -8 | i | -6 | i | i | i | -7 | -8 | 0.0 | i | i
FCCCOc1ccc(/C=N/OCc2c(Cl)cccc2Cl)cc1 | -1 | i | -94 | i | i | i | 5 | -20 | 1.0 | i | i
CC(C)c1nnc(NC(=O)CCC(=O)N2CCN(C3CCCCC3)CC2)s1 | 6 | i | -2 | i | i | i | 12 | -14 | 0.1 | i | i
c1csc(-c2nn3cnnc3c3ccccc23)c1 | -2 | i | 32 | i | i | i | -26 | -3 | -0.1 | i | i
CC(C)(C)c1ccc(C(=O)C2CCCN(C(=O)C3CCOCC3)C2)cc1 (stereo not drawn) | 2 | i | 22 | i | i | i | -19 | 7 | 0.1 | i | i
N#Cc1c(SCC(N)=O)nc2c(c1-c1ccncc1)CCCC2 | -2 | i | 22 | i | i | i | -50 | 1 | 0.2 | i | i
CCOC(=O)CSc1nc2sc3c(c2c(=O)n1-c1ccc(C)cc1)CCN(C)C3 | -6 | i | -9 | i | i | i | -37 | 9 | 0.6 | i | i
COC(=O)CSc1nc2nc(C)c(Br)cc2[nH]1 | -2 | i | -1 | i | i | i | -14 | 0 | -0.4 | i | i
O=C(N/N=C/c1ccccc1O)C1CCCC1 | 6 | i | -3 | i | i | i | -31 | 73* | 0.2 | i | -4.8*
Cc1cc(C(C)(C)C)ccc1OCCN(C)C | -6 | i | 12 | i | i | i | -23 | 1 | 0.0 | i | i
CCOC(=O)NC(=O)/C(N=Nc1cccc(C(F)(F)F)c1)=C(\C)O | 2 | i | 17 | i | i | i | 1 | -8 | -0.1 | i | i
Cc1ccc(S(=O)(=O)N2CCCCC2)cc1NC(=O)COC(=O)c1ccc(O)cc1 | 4 | i | -5 | i | i | i | 15 | 3 | -0.8 | i | i
COc1ccc(C)cc1NC(=O)CCC(=O)Nc1ccc2nc(N3CCN(C)CC3)cc(C)c2c1 | 5 | i | -11 | i | i | i | -17 | -5 | 0.9 | i | i
CCCc1nc2sc3c(c2c(=O)n1NC(=O)CCCl)CCCC3 | 3 | i | 15 | i | i | i | -27 | 14 | -0.2 | i | i
Cc1cc(C)c(NC(=O)CS(=O)CC(=O)Nc2ccc(F)cc2F)c(C)c1 (stereo not drawn) | -1 | i | 8 | i | i | i | -3 | -7 | -0.3 | i | i

Results in TRPC6 act, for some of the entries so far:
molecule	TRPC6 act
FCCCOc1ccc(/C=N/OCc2c(Cl)cccc2Cl)cc1	i
CC(C)c1nnc(NC(=O)CCC(=O)N2CCN(C3CCCCC3)CC2)s1	i

Remaining list, next part:
SMILES | IEC-6 tox | TRPC4 act | aSyn UTR inh | TRPC6 act | TRPC6 inh | TRPC4 PAM | KLF5 inhibitor | SKKanGAS inh | HIF act | TRPC4 block | MrgX1 antagonist
CC(=O)Nc1cccc(NC(=O)CSc2ccc3nnc(CCNC(=O)c4ccccc4)n3n2)c1 | -4 | i | -4 | i | i | i | 1 | -9 | -0.1 | i | i
Fc1ccc(Nc2nc(-c3cccnc3)cs2)cc1 | 19 | i | -265 | i | i | i | 0 | -5 | 4.3 | i | i
COc1c2ccoc2nc2c(OC)c(O)ccc12 | -4 | i | 22 | i | i | i | -16 | -7 | 0.0 | i | i
Cc1cc(=O)[nH]c(SCC(=O)N2CCCCC2)n1 | -10 | i | 2 | i | i | i | -4 | -4 | -0.6 | i | i
Cc1c(-n2c(SCC(=O)NC(C)C(C)C)nc3ccccc3c2=O)c(=O)n(-c2ccccc2)n1C (stereo not drawn) | -5 | i | -7 | i | i | i | -13 | 2 | -0.1 | i | i
CN(C(=S)NCCN1CCOCC1)C(c1ccccc1)c1ccccc1 | -5 | i | -8 | i | i | i | -43 | -3 | 2.1 | i | i
CC1CCCCN1CCCNC(=O)c1cc(Br)c(Br)[nH]1 (stereo not drawn) | 3 | i | 10 | i | i | i | -1 | -1 | 0.8 | i | i
Cc1csc2nc(CCNS(=O)(=O)c3ccc4c(c3)OCCO4)cn12 | -3 | i | -3 | i | i | i | -10 | -1 | -0.1 | i | i
O=C(NC1CCSC1=O)c1ccc(Oc2cccc(C(F)(F)F)c2)nc1 (stereo not drawn) | -5 | i | 8 | i | i | i | -47 | -2 | -0.7 | i | i
Cc1ccc(/C=C2/SC(=S)N(CCC(=O)N3CCN(c4ccccc4)CC3)C2=O)cc1 | 5 | i | 0 | i | i | i | -14 | 2 | 0.1 | i | ·
